SUMO1-SIM PPI – alters human SUMO1 binding to SIM partners | 0.33% of 360,000 active | SUMO1 binding to a labelled peptide, TR-FRET, 1 h | inhibition, % at 20 µM | P63165; in the data active = inhibition above about 37%
Rpn11 inh – blocks the human proteasome subunit Rpn11; 0.59% of 360,000 active; calls only at 20 µM; human 26S proteasome, Ub4-pepOG fluorescence polarization; 20S core pre-blocked with epoxomicin; AID 588493; O00487;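 active = inhibition at 20 µM, scaled to each plate's controls, above about 33%, limit read from the data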
LMPTP inh – blocks human LMPTP phosphatase; inhibition, % at 20 µM; 0.22% of 360,000 active; P24666; AID 651560; recombinant LMPTP-A, OMFP fluorogenic substrate, fluorescence intensity;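 active = compounds that cut the enzyme signal by at least half of the control window in the single-dose screen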;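 also: plate controls were DMSO wells with enzyme plus substrate for no effect and substrate without enzyme for full effect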
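Assay system: LMPTP-A phosphatase enzyme | Input: 0.625 nM enzyme | Also added: Fluorogenic phosphatase substrate OMFP at 400 µM final | Compound dosing: One test concentration per compound, 20 µM, with 3% DMSO overall | Schedule: 50 min enzyme reaction at room temperature, protected from light | Signal: Fluorescence intensity | Benchmarks: no-enzyme and uninhibited controls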
STEP block – inhibitors of human striatal-enriched phosphatase STEP. P54829. recombinant STEP, OMFP fluorogenic substrate, fluorescence. inhibition, % at 20 µM. 0.25% of 360,000 active. AID 588621;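 active = inhibition at 20 µM, scaled per plate between control wells, above about 37%, limit read from the data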;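 also: 0% = DMSO with enzyme and substrate and 100% = substrate only without enzyme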
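material = STEP tyrosine phosphatase | reagent = fluorogenic phosphatase substrate OMFP at 25 µM final | doses = single compound dose of 20 µM, 1% DMSO final | schedule = 20 min reaction, room temperature, in the dark | measured by = fluorescence, 480/540 nm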
SKN-1 inh – inhibitors of C. elegans SKN-1; C. elegans VP596 Pgst-4::GFP/RFP ratio, acrylamide-induced, 24 h; inhibition, % at 21.8 µM; 0.49% of 360,000 active; AID 624304;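 active = interference check ratio from 0.5 to 1.5 plus GFP to RFP signal ratio inhibition reaching or exceeding a fixed threshold, cut at about 30% in these data, passing the limit was not always enough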; also: some compounds called inactive have numbers as strong as hits
MT1-MMP act inh – blocks activation of human MT1-MMP. 0.061% of 360,000 active. P50281. GFP/RFP ratio change, % at 20 µM. AID 651647. HT1080 RFP-PRO-GFP cells, GFP/RFP ratio fluorescence, overnight; percent of plate control window, DMSO zero;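 active = GFP/RFP ratio change of at least 30% with cell ATP level not reduced by more than half and red fluorescence within 50% of control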; also: strong numbers were not always called active
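Material – HT1080 RFP-PRO-GFP cells · Control set – DMSO wells and RFP-L50D-GFP cells · Incubation – overnight cell settling, then overnight compound exposure, 37 °C, 5% CO2 · Compound dosing – single-point 20 µM compound, 1% DMSO · Read-out – GFP/RFP fluorescence ratio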
NRP1-CendR mod – NRP-1/CendR interaction modulation; FAM-RPARPAR peptide binding to NRP-1, fluorescence polarization; 0.85% of 360,000 active; inhibition, % at 25 µM; AID 602438; O14786;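 active = inhibition or corrected inhibition above about 18%, plus a signal ratio from 0.5 to 1.5, limit read from the data, passing the limit was not always enough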; also: strong numbers were not always called active
Scp-1 inhibitor – Scp-1 (human) phosphatase inhibition; inhibition, % at 20 µM; AID 493091; Recombinant Scp1, phosphopeptide, malachite green phosphate absorbance; Q9GZU7; 0.88% of 340,000 active;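 active = inhibition above about 50% at 20 µM, limit read from the data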;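 also: plate controls were DMSO wells with enzyme for no effect and wells lacking enzyme for full effect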
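assay system = SCP-1 phosphatase catalytic domain, residues 76-261 | buffer or medium = 50 mM Tris acetate pH 5.5, 0.005% Tween-20, 10 mM MgCl2 | incubation = enzyme reaction 45 min at room temperature, colour 5 min, stabilisation 30 min | signal = Phosphate-binding colour reagent, absorbance read at 630 nm | measure = % inhibition at 20 µM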
NadD block – blocks S. aureus nicotinate mononucleotide adenylyltransferase; purified NadD enzyme, colorimetric absorbance read-out; inhibition, % at 20 µM; 0.78% of 360,000 active; AID 602399; in the data active = inhibition above about 26%; also: some compounds past the cut are filed as inactive
DNMT1 block – inhibitors of human DNMT1 | DNMT1 molecular beacon, Hinp1I cleavage, fluorescence | 0.83% of 360,000 active | inhibition (reported as % activation of signal), % at 10 µM | P26358; in the data active = inhibition above about 50%
Target sequence (P26358 504-1616 limits assumed): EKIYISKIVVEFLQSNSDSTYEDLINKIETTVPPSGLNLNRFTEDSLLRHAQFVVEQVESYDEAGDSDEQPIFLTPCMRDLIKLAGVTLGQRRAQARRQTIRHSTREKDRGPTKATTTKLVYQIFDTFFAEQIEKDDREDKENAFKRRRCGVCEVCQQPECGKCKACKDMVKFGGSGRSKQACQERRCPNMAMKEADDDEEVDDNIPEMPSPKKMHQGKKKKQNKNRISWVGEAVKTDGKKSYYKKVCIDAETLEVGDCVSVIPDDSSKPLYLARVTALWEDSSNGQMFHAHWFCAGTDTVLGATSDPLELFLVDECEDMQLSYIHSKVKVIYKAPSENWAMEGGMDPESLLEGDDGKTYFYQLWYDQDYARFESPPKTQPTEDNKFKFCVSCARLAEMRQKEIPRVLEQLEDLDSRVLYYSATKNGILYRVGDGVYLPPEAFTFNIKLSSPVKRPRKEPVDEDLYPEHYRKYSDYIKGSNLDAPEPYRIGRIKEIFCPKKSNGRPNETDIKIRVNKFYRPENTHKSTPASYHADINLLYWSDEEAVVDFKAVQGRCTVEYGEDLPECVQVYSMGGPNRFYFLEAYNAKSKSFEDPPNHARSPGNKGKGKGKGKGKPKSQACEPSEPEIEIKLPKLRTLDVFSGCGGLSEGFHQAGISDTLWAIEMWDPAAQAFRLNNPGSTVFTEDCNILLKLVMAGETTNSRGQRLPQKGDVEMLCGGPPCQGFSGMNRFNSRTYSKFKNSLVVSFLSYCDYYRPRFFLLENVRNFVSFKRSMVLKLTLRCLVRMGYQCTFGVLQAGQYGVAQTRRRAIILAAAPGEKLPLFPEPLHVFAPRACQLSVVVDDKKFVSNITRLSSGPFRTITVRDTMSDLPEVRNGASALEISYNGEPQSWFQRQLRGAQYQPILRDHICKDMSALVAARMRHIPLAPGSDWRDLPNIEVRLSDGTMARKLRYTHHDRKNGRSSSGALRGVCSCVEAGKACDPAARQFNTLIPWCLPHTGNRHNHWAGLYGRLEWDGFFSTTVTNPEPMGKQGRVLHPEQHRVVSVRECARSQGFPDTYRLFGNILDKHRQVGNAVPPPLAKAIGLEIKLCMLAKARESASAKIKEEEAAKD
* marks the source's active call; other numbers are inactive results; i = inactive; · = no result given.

SMILES	SUMO1-SIM PPI	Rpn11 inh	LMPTP inh	STEP block	SKN-1 inh	MT1-MMP act inh	NRP1-CendR mod	Scp-1 inhibitor	NadD block	DNMT1 block
CCCCCCc1c(C)c2ccc(OCC(=O)N[C@@H](Cc3ccccc3)C(=O)O)cc2oc1=O	14	i	1.6	-1	6	5	-72	37	13	61*
Cc1sc2nc(SCC(=O)NCc3ccco3)[nH]c(=O)c2c1C	-12	i	0.4	1	-19	1	-11	-13	1	1
N#CC1(C#N)C(c2ccccc2)OC23CCCCC2C1(C#N)C(=N)O3 (configuration not stated)	7	i	-2.2	-5	53	-25	22	-1	2	-2
COc1ccc(C(=O)CSc2nc(C)cc(=O)[nH]2)cc1	1	i	-1.9	1	-1	3	1	5	-3	1
COC(=O)c1ccc2cc(OC)cc([N+](=O)[O-])c2n1	-37	i	0.1	0	-18	4	19	-5	-2	7
COc1ccc(NC(=O)Nc2cccc(C(=O)N3CCOCC3)c2)cc1OC	-2	i	0.6	-1	-9	1	5	-6	6	2
CN(CC(=O)Nc1ccc(F)cc1)C(=O)COC(=O)COc1ccc(C#N)cc1	7	i	-0.9	-2	7	3	18	7	0	1
Cc1cc(Oc2ccc(C(C)(C)C)cc2)nc(N2CCOCC2)n1	-2	i	2.5	6	-9	10	5	-6	-1	0
C[C@H](O)[C@@H]1CN2CCc3c([nH]c4ccccc34)[C@@H]2C[C@@H]1N(C)C(=O)NC1CCCCC1	-16	i	0.6	-1	19	-3	-9	·	9	-3
Cc1cc(NC(=O)COC(=O)C2=NN(c3ccccc3)C(=O)CC2)c([N+](=O)[O-])cc1C	-30	i	1.5	3	-16	4	11	-6	-7	3
COc1ccc(NC2CCCN(C(=O)COc3ccc(C(C)=O)cc3)C2)cc1 (configuration not stated)	-3	i	1.5	2	13	-4	-9	·	-10	1
CC(Sc1nccn1C)C(=O)NC1(C#N)CCCCC1 (configuration not stated)	1	i	0.2	2	13	-2	6	-5	0	-3
Cc1ccc(NC(=O)COC(=O)c2ccccc2F)cc1S(=O)(=O)N1CCCCC1	2	i	2.3	-2	8	5	-7	-10	-8	1
O=C(CN1CCc2ccccc2C1)Nc1ccccc1F	-1	i	-0.6	4	5	1	0	-4	-9	-1
O=C(CN1CCN(c2ccccn2)CC1)Nc1cccc(F)c1	1	i	-1.3	2	-10	-2	-7	-14	3	-1
CC(C)(C)c1nn(-c2ccccc2)c2[nH]c(=O)c(C=O)cc12	4	i	-1.7	5	13	3	-10	-12	5	-3
CC(NC(=O)c1ccc(S(=O)(=O)N(C)C)cc1)c1ccccc1 (configuration not stated)	3	i	-1.1	-1	-2	1	1	2	-1	-1
CN(C)c1ccc2c(c1)Sc1cc(N(C)C)ccc1N2C(=O)c1ccccc1	5	i	3.5	2	-1	-6	-13	-13	17	-1
CC[C@]12c3[nH]c4cc(CCC(=O)N(C)C)ccc4c3CCN1C(=O)[C@@H](CC(=O)NC/C=C(\C)CCC=C(C)C)C[C@@H]2C(=O)N1CCN(C(=O)C2CC2)CC1	4	i	-1.5	-1	-3	5	0	9	3	-7
COc1cccc2cc(C(=O)Nc3cc(C)cc(C)c3)/c(=N/NS(=O)(=O)c3ccccc3)oc12	5	i	1.0	-4	8	0	4	-7	11	1
O=C(c1cc(=O)c2ccccc2o1)N1CCN(c2ccccc2)CC1	-3	i	-2.5	1	-2	-1	2	-6	-6	-1
Cc1cc(Cc2ccc(N)c(C)c2)ccc1N	1	i	2.1	2	-18	3	-9	-1	-5	-3
CCOC(=O)CSc1n[nH]c(NC(=O)c2cccc(C(F)(F)F)c2)n1	-1	i	0.8	1	2	-1	1	-6	0	3
Cc1ccc(C(=O)CSc2nc3c([nH]2)c(=O)n(C)c(=O)n3C)cc1	10	i	0.5	-1	4	2	-14	-2	-1	-1
COc1ccc(NC(=O)c2c(N)cnn2C)cc1	1	i	-1.0	0	5	-1	9	-5	-1	1

Filtered by structure, the entries above with sulfur
SMILES	SUMO1-SIM PPI	Rpn11 inh	LMPTP inh	STEP block	SKN-1 inh	MT1-MMP act inh	NRP1-CendR mod	Scp-1 inhibitor	NadD block	DNMT1 block
Cc1sc2nc(SCC(=O)NCc3ccco3)[nH]c(=O)c2c1C	-12	i	0.4	1	-19	1	-11	-13	1	1
COc1ccc(C(=O)CSc2nc(C)cc(=O)[nH]2)cc1	1	i	-1.9	1	-1	3	1	5	-3	1
CC(Sc1nccn1C)C(=O)NC1(C#N)CCCCC1 (configuration not stated)	1	i	0.2	2	13	-2	6	-5	0	-3
Cc1ccc(NC(=O)COC(=O)c2ccccc2F)cc1S(=O)(=O)N1CCCCC1	2	i	2.3	-2	8	5	-7	-10	-8	1
CC(NC(=O)c1ccc(S(=O)(=O)N(C)C)cc1)c1ccccc1 (configuration not stated)	3	i	-1.1	-1	-2	1	1	2	-1	-1
CN(C)c1ccc2c(c1)Sc1cc(N(C)C)ccc1N2C(=O)c1ccccc1	5	i	3.5	2	-1	-6	-13	-13	17	-1
COc1cccc2cc(C(=O)Nc3cc(C)cc(C)c3)/c(=N/NS(=O)(=O)c3ccccc3)oc12	5	i	1.0	-4	8	0	4	-7	11	1
CCOC(=O)CSc1n[nH]c(NC(=O)c2cccc(C(F)(F)F)c2)n1	-1	i	0.8	1	2	-1	1	-6	0	3
Cc1ccc(C(=O)CSc2nc3c([nH]2)c(=O)n(C)c(=O)n3C)cc1	10	i	0.5	-1	4	2	-14	-2	-1	-1

New compounds follow.
SMILES	SUMO1-SIM PPI	Rpn11 inh	LMPTP inh	STEP block	SKN-1 inh	MT1-MMP act inh	NRP1-CendR mod	Scp-1 inhibitor	NadD block	DNMT1 block
CCn1c(O)c(/C=N/n2cnnc2)sc1=S	-8	i	-0.5	5	2	30*	-10	-4	5	-8
COc1ccccc1C(=O)Nc1ccc2c(c1)nc(CCNC(=O)c1ccccc1)n2C	3	i	-0.7	0	42*	-1	1	-9	11	-4
CC(=O)c1cccc(NC(=O)COC(=O)[C@@H](NC(=O)OCc2ccccc2)C(C)C)c1	-5	i	0.4	-2	-1	0	-9	-15	-9	-12
Cc1cccc(-n2nc3c([n+]2[O-])CCc2nonc2-3)c1C	-4	i	-2.9	-1	2	3	10	-5	-1	-1
Cc1ccc(CNc2nc(Cl)c(C#N)s2)cc1	1	i	1.1	-3	14	-2	-6	-13	-1	0
CC(/C=N\N1CCN(c2ccc(Cl)cc2)CC1)=C\c1ccccc1	0	i	-2.4	0	-12	0	-8	14	13	8
CCOC(=O)N1CCN(C(=O)CCn2c(=S)[nH]c3ccccc3c2=O)CC1	-5	i	-2.0	0	0	-1	-7	-9	-7	2
O=C(COC(=O)c1ccc([N+](=O)[O-])o1)NC1CCCc2ccccc21 (configuration not stated)	-14	i	-0.2	-1	8	3	-40	2	-6	-3
CCOc1c(N2CCOCC2)c(=O)c1=O	-2	i	-1.1	-1	-2	4	1	-7	2	-4
O=C(NC(c1ccc(Cl)cc1)c1ccsc1)C1CCN(Cc2cccc(C(F)(F)F)c2)CC1 (configuration not stated)	0	i	-1.5	2	-11	-6	9	·	-4	6
CN(C)C(=O)c1c([N+](=O)[O-])ncn1C	-3	i	-1.3	-1	-9	4	-8	-5	0	3
O=C(Cn1cnc2c(cnn2-c2ccc(F)cc2)c1=O)N1CCCc2ccccc21	-1	i	-0.8	-4	6	-2	-9	-5	-2	-4
COc1ccc(CN(CC(=O)NC2CCCC2)C(=O)c2ccc(-c3ccccc3)[nH]2)cc1	-2	i	2.2	0	1	-6	-9	-13	-6	-5
Cc1c(C(=O)NCc2ccc(F)cc2)sc(=O)n1Cc1ccccc1F	0	i	1.1	0	8	5	6	·	-1	3
CCCCC(=O)Nc1ccc2c(c1)nc1n2CCSC1	-2	i	-1.7	0	9	-1	-10	-10	10	-6
C=CCN1[C@@H](Cc2ccccc2)COc2cc(N3CCSCC3)ccc2S1(=O)=O	5	·	2.5	·	8	2	-16	·	3	·
O=C(NCCO)c1ccccc1O	-2	i	-2.0	2	-7	-3	3	-8	8	4
Cc1nc(N2CCCCC2)c2c(-c3cccs3)csc2n1	-1	i	2.5	1	4	-5	-13	-5	-4	2
CCS(=O)(=O)N1Cc2ccccc2CC1C(=O)OCC(=O)N(C(C)C)C(C)C (configuration not stated)	-1	i	-0.4	3	8	-4	-4	-10	-2	1
COc1ccc(OC)c(C(=O)NC(CC(N)=O)c2ccc(NCCN3CCCCC3)c([N+](=O)[O-])c2)c1 (configuration not stated)	-14	i	0.0	0	18	0	2	-4	-4	0
CCOC(=O)N1CCN(C(=O)NC2CCCCC2)CC1	1	i	-1.8	0	-14	16	-4	0	-2	2
COc1ccc(-c2nn3c(-c4cccc(C)c4)nnc3s2)cc1OC	5	i	1.1	8	-8	-19	4	-3	-8	-8
CCN1CCN(C(=O)C(N)Cc2ccccc2)CC1 (configuration not stated)	2	i	-2.7	1	-2	2	-2	-8	-6	-3
CCn1c(=O)c([N+](=O)[O-])c(N2CCSCC2)c2ccccc21	-4	i	-1.5	0	-4	2	2	-11	-6	-3
Cc1ccc(-c2csc3nnc(SCC(=O)Nc4cccc(C)n4)n23)cc1	2	i	1.4	4	12	0	-13	2	7	-10
O=C(NCc1cc(C(F)(F)F)cc(C(F)(F)F)c1)C1CC(c2ccc(C(F)(F)F)cc2)=NO1 (configuration not stated)	19	i	3.1	-1	13	3	-13	-12	2	-1
Cc1ccc(C(=O)NCc2cccs2)cc1S(=O)(=O)N1CCCCC1	1	i	-1.4	-4	-2	1	3	-2	-7	1
Nc1cc(C(F)(F)F)ccc1-n1cccc1	0	i	-0.2	2	-1	-17	8	-1	-3	3

Assay outcomes as filed in PubChem BioAssay.
